FBA Mtb inh: inhibitors of M. tuberculosis fructose-bisphosphate aldolase; P9WQA3; purified M. tuberculosis FBA, fluorescence read-out; inhibition, % at 1 µM; actives 2.3% (n = 360,000); AID 588726; in the data active = inhibition above about 27%;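 also: 0% = vehicle and 100% = reference inhibitor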
Target sequence (P9WQA3 whole entry, looked up): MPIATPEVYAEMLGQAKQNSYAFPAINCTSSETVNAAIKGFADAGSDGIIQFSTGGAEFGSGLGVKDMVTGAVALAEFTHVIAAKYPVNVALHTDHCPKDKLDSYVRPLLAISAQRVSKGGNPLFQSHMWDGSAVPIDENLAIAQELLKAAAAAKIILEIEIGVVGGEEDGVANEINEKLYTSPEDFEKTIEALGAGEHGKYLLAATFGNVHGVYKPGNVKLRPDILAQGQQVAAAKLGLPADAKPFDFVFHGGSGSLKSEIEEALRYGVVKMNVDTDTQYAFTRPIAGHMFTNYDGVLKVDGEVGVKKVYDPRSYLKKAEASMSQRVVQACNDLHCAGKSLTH
Mtb BioA inh: blocks M. tuberculosis BioA enzyme activity; purified M. tuberculosis BioA enzyme, plate reader; inhibition, % at 9.99 µM; actives 0.096% (n = 360,000); in the data active = inhibition above about 40%; inconclusive = no clear call, values can overlap the other calls
GDH-TPI counter: counter-screen for M. tuberculosis FBA inhibitors: GDH-TPI coupled enzymes; GDH-TPI coupled enzyme counterscreen, NADH absorbance; inhibition, % at 4.8 µM; actives 1.2% (n = 360,000); in the data active = inhibition above about 30%;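 also: 0% = DMSO wells and 100% = wells lacking the enzyme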
PrPC surface inh: reduces human prion protein on the cell surface | P04156 | AID 720596 | cell surface PrPC, TR-FRET read-out | inhibition, % at 13.8 µM | actives 0.43% (n = 370,000); in the data active = inhibition above about 24%; also: 0% = median of the test wells and 100% = reference compound wells
Mtb UGM inh: blocks M. tuberculosis UGM enzyme; P9WIQ1; purified UGM, fluorescence polarization probe displacement; inhibition, % at 10 µM; actives 0.06% (n = 320,000); in the data active = inhibition above about 10%, passing the limit was not always enough; inconclusive = no clear call, values can overlap the other calls
Target sequence (P9WIQ1 whole entry, looked up): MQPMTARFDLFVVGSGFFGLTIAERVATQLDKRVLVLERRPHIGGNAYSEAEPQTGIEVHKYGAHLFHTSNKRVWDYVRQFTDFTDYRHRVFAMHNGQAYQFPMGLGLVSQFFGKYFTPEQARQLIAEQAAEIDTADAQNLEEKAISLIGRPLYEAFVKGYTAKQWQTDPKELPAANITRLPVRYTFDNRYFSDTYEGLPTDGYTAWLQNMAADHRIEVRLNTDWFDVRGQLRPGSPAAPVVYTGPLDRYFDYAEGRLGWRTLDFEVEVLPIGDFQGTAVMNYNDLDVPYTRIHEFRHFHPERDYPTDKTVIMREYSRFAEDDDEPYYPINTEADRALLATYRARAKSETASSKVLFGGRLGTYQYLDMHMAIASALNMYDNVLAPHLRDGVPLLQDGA
FadD28 binding: inhibitors of Mycobacterium tuberculosis FadD28 bisubstrate binding | FadD28 bisubstrate probe binding, fluorescence polarization | inhibition, % at 12.5 µM | actives 0.22% (n = 360,000) | AID 588549; in the data active = inhibition above about 8.5%, passing the limit was not always enough; inconclusive = no clear call, values can overlap the other calls
BoNT F protease: BoNT F light chain protease inhibition; actives 0.22% (n = 360,000); Multiplex microsphere protease cleavage assay, flow cytometry; AID 588497; inhibition, % at 10 µM; in the data active = inhibition above about 35%, passing the limit was not always enough; inconclusive = no clear call, values can overlap the other calls; also: plate controls were buffer without enzyme for full effect and enzyme alone for no effect
MazF activator: activators of E. coli MazEF toxin-antitoxin RNase. FAM/BHQ RNA-DNA oligo cleavage fluorescence, 5 h. activation, % at 20 µM. actives 0.32% (n = 350,000); in the data active = activation above about 50%
Target sequence (P0AE70 whole entry, looked up): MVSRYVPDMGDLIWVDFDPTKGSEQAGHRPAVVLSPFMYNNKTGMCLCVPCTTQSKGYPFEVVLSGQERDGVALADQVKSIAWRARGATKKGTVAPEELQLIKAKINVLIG
Rv3671c protease: Rv3671c (M. tuberculosis) protease inhibition; inhibition, % at 5.96 µM; actives 0.048% (n = 320,000); in the data active = inhibition above about 38%;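 also: extracellular domain of Rv3671c used as enzyme; 0% = enzyme with DMSO and 100% = no enzyme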
Numbers without * were called inactive; u = inconclusive; x = no result given; + = active, no number.

Preview, three compounds:
SMILES	FBA Mtb inh	Mtb BioA inh	GDH-TPI counter	PrPC surface inh	Mtb UGM inh	FadD28 binding	BoNT F protease	MazF activator	Rv3671c protease
COCCn1cnnc1SCC(=O)Nc1cccc(S(=O)(=O)N(C)c2ccccc2)c1	2	0.6	-1	-2	-0.9	-3.7	-2	8	-7
CC(C)(C)n1nnnc1C(c1cccc(C(F)(F)F)c1)N1CCOCC1 (stereo not given)	6	x	17	3	0.0	0.1	-5	-1	-11
Cc1occc1-c1nnc(SCC(=O)NC2CC2)n1C	6	-0.1	12	4	1.9	1.3	-4	-2	6

Main list (from the top)
SMILES	FBA Mtb inh	Mtb BioA inh	GDH-TPI counter	PrPC surface inh	Mtb UGM inh	FadD28 binding	BoNT F protease	MazF activator	Rv3671c protease
COCCn1cnnc1SCC(=O)Nc1cccc(S(=O)(=O)N(C)c2ccccc2)c1	2	0.6	-1	-2	-0.9	-3.7	-2	8	-7
CC(C)(C)n1nnnc1C(c1cccc(C(F)(F)F)c1)N1CCOCC1 (stereo not given)	6	x	17	3	0.0	0.1	-5	-1	-11
Cc1occc1-c1nnc(SCC(=O)NC2CC2)n1C	6	-0.1	12	4	1.9	1.3	-4	-2	6
Cc1cc(Cl)c(OCCCCN2CCOCC2)c(Br)c1	1	0.2	12	3	0.4	0.8	10	-3	0
CC1(C(=O)NCc2ccco2)Cc2c(-c3cccc(C(N)=O)c3)ccnc2O1 (stereo not given)	-1	0.2	1	9	x	-1.0	-13	x	x
COc1ccc(-c2nnn(CC(=O)NC3CCCc4ccccc43)n2)cc1OC (stereo not given)	-3	-1.2	-10	2	-1.7	-4.6	-3	-8	1
O=C(COC(=O)/C=C/c1ccc(S(=O)(=O)N2CCOCC2)cc1)Nc1ccc(F)c(F)c1F	1	0.0	15	-1	3.0	0.6	-4	5	-5
CCN(CC)S(=O)(=O)c1ccc(NC(=O)Cc2cccs2)cc1	1	0.2	0	10	2.4	-1.8	-13	12	-18
COc1ccc(OC)c(NC(=O)c2ccc(NC(C)=O)cc2)c1	-1	x	4	-6	0.6	u	1	1	-4
CNC(=O)c1cc(NC(=O)CCn2nc(-c3ccccc3)c3ccccc3c2=O)ccc1OC	3	x	3	-9	-1.3	-2.8	-1	-23	2
CC1CCCCC1NC(=O)c1ccc(N2CCCC2=O)cc1 (stereo not given)	-1	0.7	9	-6	0.7	-1.3	1	0	1
CSc1ccccc1C(=O)OCC(=O)NC1CC1	2	-0.5	14	-5	x	-0.6	1	3	x
O=C(CSc1nnc(Nc2ccccc2)s1)NCC1CCCO1 (stereo not given)	0	1.2	0	-3	-0.9	-3.2	x	1	9
CC(=O)N1CC=C2C(C#N)=C(N)C(C#N)(C#N)C(C)C2C1 (stereo not given)	11	-0.9	7	2	3.2	-0.5	23	4	1
CCc1nn(CC(=O)Nc2ccc(Br)c(C)c2)c(=N)s1	2	x	-4	11	1.0	-2.3	-8	-3	1
O=C(COC(=O)COc1ccccc1)NCCc1ccccc1	-2	x	4	-11	-1.1	-1.6	-1	9	4
CN(C)/C=C(\C#N)C(=O)c1cccnc1Oc1cccc(F)c1	1	0.2	4	5	5.0	-3.8	19	4	-1
COc1cc2cc(CN(Cc3cccnc3)C(=O)Nc3ccccc3)c(=O)[nH]c2cc1OC	10	x	-3	-2	-3.0	-8.5	-6	16	1
COC(=O)C1=C(C(=O)OC)[C@@H]2N(C)c3ccccc3[C@@]23C[C@@H](C(=O)OC)N(C(=O)C2CCC2)C3=N1	0	-0.7	10	-5	0.1	-4.0	-3	-4	-4
Nc1nc(NCc2cccs2)nn1-c1ccccc1	3	-1.0	-4	-5	0.8	-3.6	-15	-1	-3
Clc1ccc(C2CSc3c4ncnc-4ncn32)cc1 (stereo not given)	0	6.7	17	8	0.6	-1.4	u	0	3
O=C(NCC1CCCO1)c1ccc(NS(=O)(=O)c2ccccc2)cc1 (stereo not given)	3	x	3	-1	-0.3	-0.4	-8	3	-11
Cc1ccc(C(=O)N/C(=C\c2ccccc2)C(=O)NCc2cccnc2)cc1	0	x	4	-4	-1.1	-2.5	-4	0	1
C(=N\n1cnnc1)/c1cccn1-c1ccccc1	-4	-0.2	32*	7	-1.3	-2.1	-4	7	-4
O=C(Nc1ccc(F)c(Cl)c1)N1CCCC1	0	x	7	0	0.1	0.5	2	5	2

Laid out differently: entries from further up.
> COc1ccc(OC)c(NC(=O)c2ccc(NC(C)=O)cc2)c1
- FBA Mtb inh = -1
- Mtb BioA inh = x
- GDH-TPI counter = 4
- PrPC surface inh = -6
- Mtb UGM inh = 0.6
- FadD28 binding = u
- BoNT F protease = 1
- MazF activator = 1
- Rv3671c protease = -4
> O=C(Nc1ccc(F)c(Cl)c1)N1CCCC1
- FBA Mtb inh = 0
- Mtb BioA inh = x
- GDH-TPI counter = 7
- PrPC surface inh = 0
- Mtb UGM inh = 0.1
- FadD28 binding = 0.5
- BoNT F protease = 2
- MazF activator = 5
- Rv3671c protease = 2

Further results
SMILES	FBA Mtb inh	Mtb BioA inh	GDH-TPI counter	PrPC surface inh	Mtb UGM inh	FadD28 binding	BoNT F protease	MazF activator	Rv3671c protease
Cc1cc(C2=NNC(=NC3CC3)SC2)c(C)n1-c1ccccc1	1	x	3	5	x	-1.4	-16	0	x
c1ccc2c(c1)oc1c(Nc3ccc4c(c3)OCCO4)ncnc12	-2	0.7	18	11	-5.9	-0.7	2	12	4
CC(C)c1ccc(N2C(=O)NC(=O)/C(=C\C=C\c3ccco3)C2=O)cc1	x	x	x	7	-2.2	x	x	-129	-32
O=C(CN1C(=O)c2ccccc2C1=O)Nc1ccc(S(=O)(=O)N2CCOCC2)cc1	3	-1.3	1	4	0.4	-3.6	-6	-16	-1
COCCn1c(=N)c(S(=O)(=O)c2ccc(F)cc2)cc2c(=O)n3ccccc3nc21	34*	-2.9	9	-15	0.2	-2.4	7	17	-7
CCOC(=O)c1c(-c2ccccc2)csc1NC(=O)CSc1nc(N)cc(N)n1	1	1.5	0	23	1.7	-0.9	-4	1	-4
COc1ccc(OC)c(C2SCCN2S(C)(=O)=O)c1 (stereo not given)	2	0.2	-2	-6	1.0	-3.0	4	-1	3
CCOC(=O)c1cc2c(=O)n3cccc(C)c3nc2n(CC(C)C)c1=NC(=O)c1ccco1	+	0.4	13	-31	-0.6	-0.1	u	10	6
O=C1C2C(c3ccccc3)C=CC(c3ccccc3)C2C(=O)N1c1cccnc1 (stereo not given)	0	x	6	-5	-0.6	-2.6	-1	-5	-4
CCC(=NCCc1ccccc1)C1=C(O)CCC1=O	-1	1.4	8	4	-0.2	-5.6	-3	1	-4
C=CCn1c(CNS(=O)(=O)c2ccc(Br)cc2)nnc1SC	3	-0.7	0	-3	-1.2	-1.8	u	2	3
Cc1noc(C)c1CN(C(=S)NC(C)C)c1ccccc1	1	x	1	2	1.6	-5.3	-3	0	-2
CC(C)(CCl)C(=O)Nc1ccnc(-c2ccncc2)n1	0	6.7	-6	-6	0.8	-2.2	-1	7	-10
CC(=O)O[C@H]1C[C@@H]2OC3C=C(C)CCC3(C)[C@@]1(C)[C@@]21CO1 (stereo not given in full)	2	x	5	88*	x	1.0	4	5	x
CC1Oc2ccccc2N(CC(=O)N(Cc2ccccc2)Cc2ccccn2)C1=O (stereo not given)	-3	x	11	-1	0.0	-2.6	-1	3	3
COCc1cc(=O)[nH]c(Sc2c(-c3ccccc3)c3ccc(Cl)cc3[nH]c2=O)n1	0	-1.8	5	-1	1.7	0.1	-2	-13	7
OCC1(CC2CCCCO2)CCN(C/C=C/c2ccccc2)CC1 (stereo not given)	0	-0.7	3	-9	3.6	-2.4	-2	9	6
O=C(/C=C/c1ccco1)NCc1ccccn1	-2	x	3	-2	-0.9	-1.8	1	1	-8
O=C(CCCCn1c(=O)[nH]c2ccccc2c1=O)NC1CCN(Cc2ccccc2)CC1	0	-0.3	8	-3	-0.9	-1.1	-6	10	4
COc1ccc(Cn2c(O)c(/C=N/NC(=O)c3ccccc3O)c(=O)[nH]c2=O)cc1	10	x	27	-1	0.5	17*	-7	-2	-13
Cc1sc(N)nc1-c1c(C)n(C)c2ccccc12	0	0.3	4	-10	1.2	-0.7	24	-1	x
COc1cc(S(C)=O)ccc1-c1nc2ncccc2[nH]1 (stereo not given)	55*	37	32*	4	-3.6	-3.1	-9	4	-10
COc1ccc(N2C(=O)CSC23CCCCC3)cc1	1	-0.6	0	-2	-2.9	1.5	0	-3	4
O=C(NCCN1CCOCC1)c1ccc(NS(=O)(=O)c2cccc([N+](=O)[O-])c2)cc1	8	x	10	-12	x	-1.7	x	3	6
CCCCS(=O)(=O)N1CCCC(C(=O)Oc2ccccc2)C1 (stereo not given)	-2	0.1	-2	0	0.5	-3.6	u	1	3
Later entries.
SMILES	FBA Mtb inh	Mtb BioA inh	GDH-TPI counter	PrPC surface inh	Mtb UGM inh	FadD28 binding	BoNT F protease	MazF activator	Rv3671c protease
CC(C)Oc1ccc(-c2cc(=O)[nH]c(=O)[nH]2)cc1	5	x	5	-3	-0.2	-0.3	-3	10	-1
Cc1ccc(NS(=O)(=O)c2ccc3c(c2)NC(=O)C(C)C(=O)N3)cc1C (stereo not given)	-3	0.5	0	-2	0.3	-4.0	0	-2	-4
Cc1ccc(S(=O)(=O)N(C)C)cc1NC(=S)NCCc1ccccn1	5	x	5	2	0.9	-0.6	-4	-9	-5
CC1CCN(S(=O)(=O)c2cc(C(=O)NC3(C)CCS(=O)(=O)C3)ccc2Br)CC1 (stereo not given)	-1	1.0	19	1	-1.6	-4.4	1	2	1
COc1ccc(S(=O)(=O)N2CCC(C(=O)NC3CCCCC3)CC2)cc1OC	-2	-1.8	0	-4	-0.1	-2.7	x	0	5
O=C(Cc1ccc(Br)cc1)Nc1ccc(S(=O)(=O)Nc2ncccn2)cc1	2	-1.4	1	0	2.3	-1.0	9	-7	-6
CCN(CC(=O)Nc1c(F)cccc1F)C(=O)c1ccc(S(=O)(=O)N(CC)c2ccccc2)cc1	0	-2.1	12	0	x	-1.1	1	0	x
CCN(CC)S(=O)(=O)c1cc(C(=O)OCC(=O)NC2CCCc3ccccc32)ccc1C (stereo not given)	-2	x	10	7	-2.0	-1.7	-7	2	3
Cc1ccc(C(=O)N2N=C3c4ccccc4S(=O)(=O)N3[C@H]2N(C)C)cc1	9	x	0	1	1.0	-3.6	-1	3	-3
COC(=O)c1sc(NC(=O)Cc2cccs2)nc1C	2	x	-1	6	0.8	-3.0	-2	0	-4
CCOC(=O)/C(=N\Nc1ccc(Cl)cc1)Sc1nnc(-c2ccc(OC)cc2)n1C	-1	x	10	-11	-0.3	-4.0	-7	6	2
O=C(Nc1ccccn1)c1ccc(Cl)c(S(=O)(=O)N2CCOCC2)c1	1	-0.9	4	-6	-2.3	0.6	-11	2	7
Cc1nc(C)c(CCNC(=O)c2ccccc2Br)s1	-1	-0.4	1	5	x	0.6	-2	-3	-8
CC(=O)NCCN=Cc1sc2ccccc2c1O	-1	-1.6	13	-2	2.0	-0.1	-6	-3	-6
O=C(Cc1ccc([N+](=O)[O-])cc1)NCc1cccnc1	1	1.8	-3	-23	-0.9	-3.1	u	5	5
Cn1c(N)c(C(=O)c2ccc(Cl)c(S(=O)(=O)N3CCCCCC3)c2)c(=O)n(C)c1=O	-1	17	-8	8	0.9	-4.6	-2	8	2
Clc1ccccc1CN(Cc1ccco1)Cc1nnnn1C1CCCC1	2	0.8	5	5	-1.7	-3.0	3	-6	-6
C=CCn1c(SCC(=O)NC(=O)c2cccc([N+](=O)[O-])c2)nnc1-c1ccccc1	3	x	4	-18	-2.6	-1.9	1	-2	6
CCc1cc2c3c(c(=O)oc2cc1O)CCCC3	+	0.8	13	0	1.2	-2.9	3	-5	0
C=CCn1c(C)nnc1SCC(=O)Nc1nccs1	-3	-0.3	-13	-3	0.2	-1.4	-12	4	-1
CCOCCCNC(=O)C(c1ccc(OC)cc1)N(Cc1cccs1)C(=O)c1ccccn1 (stereo not given)	2	-2.4	6	7	-1.0	-2.4	-3	4	3
CCCCNC(=O)Nc1nnc(-c2ccc(OCC)cc2)o1	29*	1.4	-8	0	0.8	-3.1	-4	1	-7
FC(F)(F)c1ccc2c(c1)NCC1CCCN21 (stereo not given)	45*	x	24	-6	2.3	-0.6	-9	-10	5
C=CCOc1ccc(CNc2nccs2)cc1OCC	4	-1.7	8	8	-2.2	-1.0	3	-10	1
O=C1/C(=C/c2ccccn2)SC(=S)N1Cc1ccccc1	1	1.4	-7	-2	0.0	-1.0	13	-14	-10
O=C(CCN1C(=O)C2(OCCO2)c2ccccc21)c1ccccc1	2	-0.5	0	-4	1.7	-3.9	-7	6	5

High-throughput results as filed in PubChem BioAssay.
